Compound activity as filed in PubChem BioAssay.
Caspase-7 inhib – blocks human caspase-7 allosterically or competitively | recombinant caspase-7, Ac-DEVD-AFC fluorescence rate | Potency, µM (doses to about 57.5 µM), inactives show at the top dose activity change, negative = inhibition, actives largely listed as inhibitors | P55210 | 75,000 compounds, 0.02% hits | AID 889; active means well fitted inhibition curve with a large enough effect in the main read-out, with a control signal flat, not every such curve was filed as active; inconclusive means small, poorly fitted or top-dose-only effect, or a change in a side signal; further: potency means the concentration at half of the fitted maximal effect; % of control where 0% means no effect
Target sequence (P55210 24-198 limits assumed): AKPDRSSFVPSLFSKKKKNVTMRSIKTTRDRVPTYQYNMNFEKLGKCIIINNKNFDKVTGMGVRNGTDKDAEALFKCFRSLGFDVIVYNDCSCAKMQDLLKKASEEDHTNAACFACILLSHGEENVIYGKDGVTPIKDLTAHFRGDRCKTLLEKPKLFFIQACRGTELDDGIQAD
Target sequence (P55210 207-303 limits assumed): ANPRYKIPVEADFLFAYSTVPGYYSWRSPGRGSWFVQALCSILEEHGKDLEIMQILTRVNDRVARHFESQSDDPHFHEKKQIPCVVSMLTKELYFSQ
HEK293 cAMP cs – counter-screen for TSHR agonists: cAMP increase in parental HEK293; Potency, µM (top dose mostly 57.1 µM), for inactives: at the top dose activation, most hits filed as activators; parental HEK293 CNG cAMP sensor, membrane potential fluorescence; AID 938; 73,000 compounds, 2.5% hits; further: potency means the concentration at half of the fitted maximal effect; % of control where 0% means no effect; nearly all actives have a fitted effect of over 55% in size
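Parental HEK 293 cells stably expressing a modified CNG channel (no TSHR) report cAMP rise as membrane depolarization. Membrane potential dye with 100 uM RO 20-1724 was loaded for 60 min at room temperature, then compound added for 30 min; fluorescence read at 590 nm.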
USP2a inhib – blocks human ubiquitin-specific protease USP2a; 60,000 compounds, 0.1% hits; Potency, µM (top dose mostly 38.3 µM), for inactives: at the highest dose activity change, negative = inhibition, hits mostly inhibitors; O75604; USP2a enzymatic assay, qHTS inhibition;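 further: potency means the concentration at half of the fitted maximal effect; nearly all actives have a fitted effect of over 60% in size; plate controls were DMSO for no effect and NEM full inhibition control for full effect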
Target sequence (O75604 whole entry, looked up): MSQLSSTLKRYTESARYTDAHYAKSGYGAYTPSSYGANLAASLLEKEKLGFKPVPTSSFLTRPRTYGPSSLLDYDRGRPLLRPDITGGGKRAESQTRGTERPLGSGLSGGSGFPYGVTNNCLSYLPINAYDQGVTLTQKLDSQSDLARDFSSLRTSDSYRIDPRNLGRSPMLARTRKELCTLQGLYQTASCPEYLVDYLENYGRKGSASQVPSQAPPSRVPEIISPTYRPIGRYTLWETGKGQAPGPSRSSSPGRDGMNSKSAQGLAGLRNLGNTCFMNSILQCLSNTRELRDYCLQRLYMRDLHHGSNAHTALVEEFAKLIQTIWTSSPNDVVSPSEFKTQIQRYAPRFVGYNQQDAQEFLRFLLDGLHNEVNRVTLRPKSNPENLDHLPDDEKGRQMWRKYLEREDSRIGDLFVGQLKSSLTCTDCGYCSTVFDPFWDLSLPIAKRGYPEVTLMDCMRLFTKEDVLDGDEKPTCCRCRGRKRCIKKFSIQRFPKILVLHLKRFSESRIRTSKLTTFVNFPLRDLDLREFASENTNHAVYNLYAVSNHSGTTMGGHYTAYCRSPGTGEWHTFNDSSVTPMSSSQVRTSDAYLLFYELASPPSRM
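USP2 core (20 nM final) was preincubated with compound for 30 min at RT in 20 mM Tris-HCl pH 8.0, 2 mM CaCl2, 2 mM beta-mercaptoethanol; Ub-PLA2 (20 nM) plus NBD C6-HPC (20 uM) then added, fluorescence read after 2.5 h.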
Fluorescein fluor – compound autofluorescence in fluorescein spectral region | 59,000 compounds, 0.91% hits | Compound autofluorescence, 480/540 nm, fluorescein-equivalent; stronger effect = higher value | max fluorescein-equivalent concentration, M; in the data active means max fluorescein-equivalent concentration above about 10 nM; inconclusive means between about 1.1 nM and that limit
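First, buffer (100 mM Tris, pH 8.0) dispensed; second, compounds and fluorescein standards pinned in; third, 15 min room-temperature incubation; finally, imaging at ex 480 nm/em 540 nm. Fluorescence normalized against the six-point fluorescein curve.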
A350 autofl – A350 region autofluorescence; 59,000 compounds, 11% hits; Compound autofluorescence, 340/450 nm, Alexa 350 dye-equivalents; stronger effect = higher value; AID 590; max dye-equivalent concentration, M; in the data active means max dye-equivalent concentration above about 10 nM; inconclusive means mostly about 1.1 nM to 9.6 nM
Ub-GFP proteasome – proteasome inhibitors stabilizing ubiquitin-GFP reporter. Ubiquitin-GFP reporter cells, proteasome inhibition, GFP fluorescence; response scale: untreated = 0%, 10 µM MG-132 = 100%. Potency, µM (series often up to 45.9 µM), for inactives: at the highest dose activation (GFP accumulation), usual class: activators. 67,000 tested, under 10 active; active means well fitted activation curve with a large enough effect, not every such curve was filed as active; inconclusive means small, poorly fitted or top-dose-only effect, or another doubt; inactive means no such curve, though single readings can be large or run the other way; further: potency means the concentration at half of the fitted maximal effect
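Proteasome block read as GFP accumulation: ubiquitin(G76V)-GFP U2OS cells exposed to compound (2.9 nM–46 uM) for 4 hr at 37 C. Normalization used untreated cells as 0% and 10 uM MG-132 as 100%; concentration-response curves fitted.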
BRCT inh green – inhibitors of human BRCA1 BRCT-phosphoprotein interaction (green fluorophore); P38398; 75,000 compounds, 0.05% hits; BRCA1 BRCT-phosphopeptide binding, green fluorescence polarization; Potency, µM (doses to about 76.9 µM), inactives show at the top dose activity change, negative = inhibition, most hits filed as inhibitors; AID 875;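 further: potency means the concentration at half of the fitted maximal effect; plate controls were peptide without protein for full effect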
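Fluorescence polarization: His-tagged BRCT (~35 kDa BRCA1 C-terminus, 250 nM) bound to 100 nM fluorescein-labeled phosphorylated 10-aa BACH1 peptide, pH 7.3 phosphate buffer with DTT and Tween 20. Compounds incubated 12 min at room temperature; inhibition read as lowered polarization.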
4-MU autofl – compound fluoresces in the 4-MU spectral region | compound autofluorescence, 340/450 nm, 4-MU equivalents; stronger effect = higher value | max dye-equivalent concentration, M | 59,000 compounds, 11% hits; in the data active means max dye-equivalent concentration above about 10 nM; inconclusive means mostly about 1.1 nM to 9.6 nM
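Compounds in 100 mM Tris, pH 8.0, incubated 15 min at room temperature, then fluorescence read at 340 nm excitation/450 nm emission. Signal converted to 4-MU dye-equivalent concentration using an on-plate six-point 4-MU standard curve.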
BRCT PPI red – BRCT-phosphoprotein interaction inhibition (red fluorophore) | Potency, µM (top dose mostly 76.9 µM), without a hit: at the highest dose activity change, negative = inhibition, usual class: inhibitors | AID 892 | P38398 | 75,000 compounds, 0.03% hits | BRCT-phosphopeptide binding, red fluorescence polarization; further: on the % scale 0 is the no-effect control and ±100 the full control effect
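Rhodamine-labelled pBACH1 10-mer (100 nM) bound to BRCT domain (100 nM) at pH 7.3; compounds incubated 12 min room temperature, polarization read. Free peptide defines full inhibition; unlabelled decapeptide titrated as control.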
Caspase-1 inhib – caspase-1 (human) inhibition, allosteric or competitive. 75,000 compounds, 0.03% hits. P29466. Potency, µM (series often up to 57.5 µM), without a hit: top-dose activity change, negative = inhibition, usual class: inhibitors. AID 900. Caspase-1 enzyme, Ac-WEHD-AFC fluorogenic rate;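 further: potency means the concentration at half of the fitted maximal effect; plate controls were vehicle for no effect and no substrate for full effect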
Epigenetic mod – derepresses silenced GFP locus in mouse C127i cells; mouse C127i GFP locus derepression, cytometry, 30 h; 68,000 compounds, 0.09% hits; Potency, µM (series often up to 46.1 µM), without a hit: at the highest dose GFP derepression (activation); further: % of control where 0% means no effect
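Read-out is the number of GFP-positive cells, scored as fluorescent objects 20 to 120 um wide, reflecting derepression of a silenced CMV-GFP reporter in murine C127i cells after 30 h compound exposure at 37 C.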
Numbers without * were called inactive; i = inactive; u = inconclusive; x = no result given; [ ] = remark or other dose. Unless noted, the call rests on the fitted dose curve; in most records, active means well fitted curve in the direction sought with a large enough effect; inconclusive means small, poorly fitted or top-dose-only effect, or another doubt; inactive means no such curve, though single readings can be large; an effect the other way counts as inactive or inconclusive. Only part of the results is shown; count on the stated rates, not on these rows.

SMILES	Caspase-7 inhib	HEK293 cAMP cs	USP2a inhib	Fluorescein fluor	A350 autofl	Ub-GFP proteasome	BRCT inh green	4-MU autofl	BRCT PPI red	Caspase-1 inhib	Epigenetic mod
O=c1c2ccccc2nnn1CSc1ccc2c(c1)OCCO2	-1%	5%	3%	i	i	-7%	-2.2%	i	-0.1%	-3%	-1%
CCOc1ccc(NC(=O)c2nccnc2CO)cc1	1%	6%	2%	u	u	-7%	-1.4%	i	0.1%	-1%	5%
CCCN1C(=O)c2cc(C(=O)NCc3ccc(OC)cc3)ccc2C1O (stereo not drawn)	-1%	3%	x	x	x	-8%	0.1%	x	0.3%	-1%	x
O=C(NCCCN1CCN(Cc2ccccc2)CC1)C1CCN(S(=O)(=O)N2CCCC2)CC1	-1%	12%	8%	i	i	7%	-0.4%	i	-2.1%	2%	-3%
c1ccc2c(c1)ncn2CCC1CCCCC1	-2%	29%	2%	u	i	-3%	-0.7%	i	-1.0%	1%	-2%
CCC(C)NC(=O)CN(c1ccc(OC)cc1)S(=O)(=O)c1ccc(NC(C)=O)cc1 (stereo not drawn)	1%	-1%[11.4 µM]	15%[7.66 µM]	x	x	8%[9.17 µM]	0.1%	x	0.1%	-1%	-2%
COc1cc(C)nc(NS(=O)(=O)c2ccccc2)n1	2%	2%	-4%	i	i	-3%	-1.6%	i	-1.1%	0%	-3%
COC(=O)NCc1cc2cc(Cl)ccc2[nH]1	-1%	-9%	-1%	i	u	-1%	-0.2%	i	1.0%	-2%	-3%
Cc1cccc2c(=O)cc(C)n(CC(=O)N3CCCCC3)c12	2%	17%	11%	i	u	-7%	-1.6%	i	0.4%	-1%	-2%
Cc1csc(NC(=O)c2ccoc2C)n1	-2%	-1%	1%	i	u	2%	-0.1%	i	0.0%	0%	5%
O=C(CCSCCc1ccccn1)Nc1nccs1	0%	-2%	x	x	x	-6%	-2.4%	x	-1.7%	1%	-5%
COc1cccc(C2=NOC(C(=O)NCc3ccc(F)cc3)C2)c1 (stereo not drawn)	-1%	u	4%	i	i	-6%	-0.4%	i	0.7%	2%	-2%
O=C1CS/C(=N\c2ccccn2)N1C1CCCCC1	1%	30%	-2%	u	i	0%	-1.5%	i	-3.3%	-1%	-2%
c1ccc([C@H](CCN2CCCC2)c2ccccn2)cc1	0%[11.5 µM]	-6%[11.4 µM]	x	i	i	-3%[9.17 µM]	-3.7%[15.4 µM]	i	-1.2%[15.4 µM]	-2%[11.5 µM]	0%[9.22 µM]
COc1ccc(S(=O)(=O)Cc2ccc(C(=O)NC3CCCC3)o2)cc1	0%	10%	x	x	x	1%	-4.0%	x	0.3%	0%	x
COc1cccc(Nc2ncc3nc(C)c(=O)n(C)c3n2)c1	-11%	20%	161%[activator]	u	i	-4%	-2.2%	i	0.6%	-2%	19%[9.22 µM]
Cc1ccc(CC(=O)NCC(C)C)cc1	0%	6%	0%	i	i	0%	0.5%	i	0.5%	-1%	5%
O=C(CCN1C(=O)COc2ccccc21)NCCN1CCN(c2ccccc2F)CC1	1%	8%	6%	u	i	3%	-1.1%	i	-0.6%	-1%	0%
COc1ccc(C2C(C(=O)N3CCN(C)CC3)c3ccccc3C(=O)N2C2CCCCC2)cc1 (stereo not drawn)	1%	0%	9%	i	i	-8%	-0.3%	i	0.1%	3%	0%
CCC(C)(C)NC(=O)CN(C(=O)CNS(=O)(=O)c1ccccc1)c1ccccc1	3%	0%	x	i	i	-1%	-1.7%	i	-0.6%	0%	-2%
CCCCOC(=O)C1=C(C)Nc2nnnn2C1c1ccc(OC)c(OC)c1OC (stereo not drawn)	0%	7%	17%	u	i	8%	-0.9%	i	-2.0%	0%	4%
O=C(O)Cc1cccnc1	1%[11.5 µM]	1%[11.4 µM]	x	u	i	-5%[9.17 µM]	-1.1%[15.4 µM]	i	0.1%[15.4 µM]	-5%[11.5 µM]	0%[9.22 µM]
O=C(c1ccco1)N1CCN(C(c2ccccc2Cl)c2nnnn2Cc2ccco2)CC1 (stereo not drawn)	-2%	u	43%[activator]	u	i	6%	0.3%	i	-0.4%	0%	-1%
Cn1c(=O)c2c(nc(SCc3cc4c(cc3Cl)OCO4)n2C)n(C)c1=O	0%	-4%	2%	x	x	1%	-1.9%	x	0.5%	-1%	2%
Cc1nnc(NC(=O)C2COc3ccccc3O2)s1 (stereo not drawn)	-1%	0%	-3%	i	i	-2%	-0.3%	i	-0.5%	0%	0%
CCc1ccccc1N1CSC2=C(C#N)C(c3ccccc3F)CC(=O)N2C1 (stereo not drawn)	-22%	9%	x	x	x	3%	2.4%	x	-1.2%	-10%	-3%
CC1(C)CC(=O)N(CC(=O)O)c2ccccc2S1(=O)=O	-1%	3%	x	x	x	7%	0.6%	x	-1.2%	-7%	x
CCN1CCN(c2ccc(-n3c(C)nc4c(cnn4-c4ccccc4Cl)c3=O)cc2)CC1	0%	5%	1%	i	i	7%	1.7%	i	-1.7%	0%	-1%
COc1ccc(NC(=O)c2ccco2)cc1NC(=O)c1c(F)c(F)c(OC)c(F)c1F	0%	17%	4%	i	i	7%	-3.1%	i	-1.0%	0%	-2%
O=C(CCCCCn1c(=S)[nH]c2cc3c(cc2c1=O)OCO3)N1CCN(Cc2ccccc2)CC1	-1%	10%	36%[activator]	i	i	1%	-3.0%	i	-0.1%	-3%	5%
Fc1ccc(COc2ccc(/C=N/n3cnnc3)cc2)cc1	-3%	9%[11.4 µM]	13%[7.66 µM]	x	x	-12%[9.17 µM]	-0.4%	x	-1.4%	-3%	0%
Fc1cccc(CN2CCCCCCC2)c1	-1%	13%	-8%	i	u	0%	0.4%	u	0.9%	0%	0%
C#CCOC(=O)CCC(=O)Nc1cc(OC)nc(OC)n1	-1%	12%	-1%	i	u	-1%	-0.1%	i	0.2%	0%	1%
COc1cccc(-n2c(Cc3cc(=O)[nH]c(=O)[nH]3)nnc2SCC(=O)N2CCCC2)c1	0%	3%	0%	u	i	-5%	-5.3%	i	0.8%	2%	-1%
CN(C)/N=N\c1nc[nH]c1C(N)=O	1%[25.7 µM]	u	1%[17.1 µM]	u	i	0%[20.5 µM]	-1.9%[34.4 µM]	i	-0.7%[34.4 µM]	-3%[25.7 µM]	-2%[20.6 µM]
COc1ccc(C(C)(C)C)cc1NC(=O)C1CC=CCC1C(=O)O (stereo not drawn)	1%	-1%	-1%	x	x	1%	0.0%	x	-2.1%	-1%	0%
N#C/C(=C\Nc1ccccn1)C(=O)c1ccco1	-3%[11.5 µM]	1%[11.4 µM]	x	i	u	1%[9.17 µM]	3.3%[15.4 µM]	u	0.6%[15.4 µM]	-5%[11.5 µM]	0%[9.22 µM]
c1ccc(N2CCN(c3nc4cc5c(cc4s3)OCO5)CC2)cc1	-1%	-6%	-4%	u	i	1%	-0.8%	i	1.8%	1%	0%
CC(C)n1c(SCc2ccc(Cl)cc2)nc2c1c(=O)[nH]c(=O)n2C	5%	u	-3%	u	i	1%	-1.5%	i	0.1%	-3%	-1%
O=C(c1cc(C(F)(F)F)cc(C(F)(F)F)c1)N1CCC2(CC1)CCN(c1ccncc1)CC2	0%	3.2µM*	17%	u	i	0%	-2.4%	i	-1.0%	-2%	-2%[9.22 µM]
COC(=O)c1c(-c2ccccc2)csc1NC(=O)c1ccco1	-1%	u	1%	i	4.4e-07M*	4%	-0.8%	3.4e-07M*	0.1%	1%	-1%
CCCN(CCC)C(=O)CCS(=O)(=O)c1cccc2nsnc12	2%	10%	0%	i	i	7%	0.0%	i	0.2%	2%	3%
Cc1ccccc1OCCn1c(=O)oc2ccccc21	-3%	20%	7%	u	i	-2%	-1.7%	i	-0.1%	-1%	-3%
O=C(CCS(=O)(=O)Cc1ccccc1F)N1CCc2ccccc2C1	-1%	2%	-4%	u	i	-9%	-0.1%	i	1.5%	1%	5%
Cc1ccc(-n2c(=O)cc(N3CCN(C(=O)c4ccco4)CC3)[nH]c2=O)cc1	-1%	-9%	x	x	x	8%	2.2%	x	1.6%	3%	x
Cc1cc(C)nc(N2CCC(CNC(=O)CCc3ccccc3)CC2)n1	-1%	u	2%	u	i	-9%	-0.5%	i	-1.5%	-1%	-1%
N#Cc1cnn(Cc2ccccc2)c1/N=C/N1CCOCC1	0%	21%	-5%	i	i	-4%	0.0%	i	-1.4%	-2%	0%
CCC(C)c1c(O)nc(SCc2ccccc2)[nH]c1=O (stereo not drawn)	-1%	7%	-4%	u	i	3%	-0.6%	i	-0.3%	-1%	0%
Cc1nn2c(-n3ccnc3)c3c(nc2c1-c1ccccc1)CCC3	1%	8%	1%	i	i	-1%	-0.6%	i	-0.1%	-2%	-2%
Cc1cc(NC(=O)CSc2nnc(-c3ccncc3)n2N)ccc1Br	-1%	-5%	34%[activator]	u	u	4%	-1.6%	i	0.9%	0%	-1%
